HCV inh = qHTS Assay for Inhibitors of Hepatitis C Virus (HCV); Potency, µM (top dose mostly 41.8 µM), without a hit: at the top dose activity change, negative = inhibition, hits mostly inhibitors; AID 651820, 2012; 340,000 tested, 3.4% active; Huh7.5.1 HCVcc-Cre infection, luciferase reporter, 44 h; further: potency means the concentration at half of the fitted maximal effect; on the % scale 0 is the no-effect control and ±100 the full control effect
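1,000 cells/well; 4 h culture; + compound; + HCVcc-Cre (~0.5 moi); 44 h; luciferase substrate, RT 15 min; read 15 sec.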
TbPYK inhibitor = qHTS of Trypanosoma Brucei Inhibitors; pyruvate kinase (Trypanosoma brucei), Q57TT1; TbPYK enzyme, Kinase-Glo Plus ATP luminescence, 45 min; 410,000 tested, 0.12% active; Potency, µM (doses to about 76.8 µM), inactives show at the top dose activity, negative = inhibition, usual class: inhibitors; further: potency means the concentration at half of the fitted maximal effect; on the % scale 0 is the no-effect control and ±100 the full control effect; nearly all actives have a fitted effect of over 50% in size
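Glycolytic pyruvate kinase of T. brucei was incubated with substrate, test compound and 130 uM ADP for 45 minutes at room temperature. Luminescent Kinase-Glo Plus signal was measured after 10 minutes.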
LmPK inh = qHTS Assay for Inhibitors of Leishmania Mexicana Pyruvate Kinase (LmPK); AID 1721, 2009; purified LmPK, Kinase-Glo ATP luminescence, 1 h; Potency, µM (series often up to 57.5 µM), inactives show top-dose activity change, negative = inhibition, hits mostly inhibitors; 290,000 tested, 0.37% active; further: potency means the concentration at half of the fitted maximal effect; on the % scale 0 is the no-effect control and ±100 the full control effect
Target sequence (Q27686 whole entry, looked up): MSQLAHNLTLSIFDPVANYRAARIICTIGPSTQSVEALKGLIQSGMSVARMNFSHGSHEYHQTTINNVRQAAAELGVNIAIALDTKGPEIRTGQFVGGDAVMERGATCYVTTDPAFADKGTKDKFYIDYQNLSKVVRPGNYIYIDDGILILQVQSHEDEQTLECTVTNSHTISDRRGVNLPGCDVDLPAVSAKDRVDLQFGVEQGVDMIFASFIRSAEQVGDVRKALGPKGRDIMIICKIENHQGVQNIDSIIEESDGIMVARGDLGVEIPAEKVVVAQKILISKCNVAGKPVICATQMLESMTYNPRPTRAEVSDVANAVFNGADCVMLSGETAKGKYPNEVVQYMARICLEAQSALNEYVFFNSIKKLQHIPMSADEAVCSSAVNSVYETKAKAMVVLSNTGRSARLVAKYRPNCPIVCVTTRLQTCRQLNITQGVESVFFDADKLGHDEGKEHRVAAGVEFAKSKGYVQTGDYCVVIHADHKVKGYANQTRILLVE
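Purified LmPK (0.1 nM) with 0.5 mM PEP and 0.1 mM ADP in imidazole buffer pH 7.2 with MgCl2/KCl, 1 h at room temperature. ATP formed was read by luciferase luminescence and normalized to no-enzyme and uninhibited controls.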
Cycloheximide cs = Cycloheximide Counterscreen for Small Molecule Inhibitors of Shiga Toxin; AID 2314, 2010; max response, %; cell reporter, cycloheximide protein synthesis inhibition counterscreen; 300,000 tested, 12% active; in the data active means max response mostly above about 13%, no sharp cut-off; inactive means mostly below about 14%; further: read at 38.3 µM for the half of the compounds with a filed dose; 0% is about no effect
Pf growth 96h = Primary qHTS for delayed death inhibitors of the malarial parasite plastid, 96 hour incubation. Potency, µM (highest dose often 28.7 µM), for the others: at the top dose activity change, negative = inhibition, actives largely listed as inhibitors. P. falciparum luciferase reporter growth, 96 h. 320,000 tested, 6.9% active; further: potency means the concentration at half of the fitted maximal effect; on the % scale 0 is the no-effect control and ±100 the full control effect
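P. falciparum expressing integrated firefly luciferase, in erythrocytes at 2% hematocrit, 0.05% parasitemia, incubated with compounds 96 h at 37 C, 5% CO2. Growth inhibition read as loss of luminescence; two-generation exposure targets delayed-death apicoplast inhibitors.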
Shiga toxin inh = A qHTS for Small Molecule Inhibitors of Shiga Toxin | Vero cells, Shiga toxin protein synthesis inhibition reporter | inhibition, % at 38.7 µM | 290,000 tested, 9.2% active; in the data active means inhibition mostly above about 28%, no sharp cut-off; inactive means mostly below about 43%; further: 0% is about no effect
Pf growth 48h = Primary qHTS for delayed death inhibitors of the malarial parasite plastid, 48 hour incubation. P. falciparum luciferase growth in erythrocytes, 48 h. Potency, µM (series often up to 28.7 µM), for the others: at the top dose activity change, negative = inhibition, hits mostly inhibitors. 310,000 tested, 5.9% active; further: potency means the concentration at half of the fitted maximal effect; on the % scale 0 is the no-effect control and ±100 the full control effect
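A one-generation exposure of luciferase-tagged malaria parasites in RPMI 1640/Albumax erythrocyte culture, 37 C and 5% CO2. Inhibition is inferred from decreased luminescence after adding detection reagent.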
Numbers without * were called inactive; ? = inconclusive; / = no result given; & = joins results of further samples; [ ] = dose if it differs, or a comment. Unless noted, the call rests on the fitted dose curve; in most records, active means well fitted curve in the direction sought with a large enough effect; inconclusive means small, poorly fitted or top-dose-only effect, or another doubt; inactive means no such curve, though single readings can be large; an effect the other way counts as inactive or inconclusive.

Below each SMILES: HCV inh, TbPYK inhibitor, LmPK inh, Cycloheximide cs, Pf growth 96h, Shiga toxin inh, Pf growth 48h
- COc1cc2nc(=S)n3[nH]c(CCn4c(C)nc5ccccc54)nc3c2cc1OC
→ 11%, -28%, -19%, -4, ?, -9, ?
- O=C(OCC(=O)N1CCN(C(=O)c2ccco2)CC1)c1cncc(Br)c1
→ 7%, -3%, /, /, -19%, /, 12%
- O=C(/C=C/c1cc([N+](=O)[O-])ccc1OC(F)F)NCc1ccc(Cl)cc1
→ ?, -2%, -1%, -4, -8%, -17, /
- CCN1CCN(C(=O)Cn2nc(-c3ccc(Cl)cc3)ccc2=O)CC1
→ -3%, -1%, 3%, -3, -14%, 2, -16%
- COc1ccc(CNC(=O)c2cc(C(=O)C3CC3)c[nH]2)cc1
→ 3%, 1%, -6%, 0, 13%, 28, 44%[activator]
- O=C(c1cc(C2CC2)nn1-c1ccccc1)N1CCN(c2ncc(C(F)(F)F)cc2Cl)CC1
→ -12%, 4%, /, /, ?, /, ?
- O=C(NCc1ccc2c(c1)OCO2)c1cc2n(n1)C(C(F)(F)F)CC(c1ccc3c(c1)OCO3)N2 (configuration not stated)
→ -23%&-5%, -3%, 5%, -4, ?, -8, -15%
- Cc1cc(OCC(=O)Nc2ccc(N3CCN(C(=O)c4ccco4)CC3)cc2)cc(C)c1Cl
→ ?, -10%, 7%, -2, ?, -11, 9.3µM*
- COC(=O)C(C)NC(=O)c1cn(-c2ccccc2OC)c(=O)c2ccccc12 (configuration not stated)
→ 5%, 0%, -2%, -2, 1%, -2, 9%
- Cc1ccc(S(=O)(=O)N(C)/C(=N/S(=O)(=O)c2ccccc2)c2ccccc2)cc1
→ 10%, 0%, 0%, 5, 22%, 8, 14%
- Cc1cccc(OCC(=O)O/N=C(\N)c2ccccn2)c1C
→ 6%, 4%, -20%, 28*, 60%[activator], 65*, 58%[activator]
- Cc1ccc(C(=O)CC(C(=O)O)n2cccn2)cc1 (configuration not stated)
→ -1%, 5%, 2%, -1, /, 20, -9%
- COc1cc(NC(=O)c2ccc3c(c2)OCO3)ccc1NC(=O)c1cccs1
→ ?, 3%, 6%, 18*, -2%, 56*, 20%
- CN(C)c1ccc(/C=C(\NC(=O)c2ccccc2)C(=O)NCCCN2CCOCC2)cc1
→ 30%, -7%, -11%, 6, 15%, -27, 13%
- CCc1ccc(C(=O)CC2(O)C(=O)N(CN3CCOCC3)c3ccccc32)cc1 (configuration not stated)
→ 13%, 3%, -2%, 19*, ?, 30, 30%
- CN1CCN(c2ccc(Cl)cc2NC(=O)c2cccc(S(=O)(=O)N(C)C)c2)CC1
→ ?, 7%, -11%, 6, /, 8, ?
- C=CCOc1cc(C)nc(-c2ccccc2O)n1
→ -26%, 0%, 6%, -3, -22%, 11, /
- Nc1nc(Nc2ccc(Cl)cc2)n[nH]1
→ 0%, 10%, 10%, 8, -21%, 21, /
- COc1ccc(C2CC(c3ccccc3)=NN2S(=O)(=O)c2ccccc2)c(OC)c1 (configuration not stated)
→ 1%, -4%, 0%, -4, 0%, 12, ?
- CCOC(=O)C1=CCN(Cc2ccccc2)CC1
→ 5%, -1%, 0%, 2, ?, -13, 6%

Arranged by length of the SMILES (smallest number first): some entries from above.
Below each SMILES: HCV inh, TbPYK inhibitor, LmPK inh, Cycloheximide cs, Pf growth 96h, Shiga toxin inh, Pf growth 48h
- Nc1nc(Nc2ccc(Cl)cc2)n[nH]1
→ 0%, 10%, 10%, 8, -21%, 21, /
- CCOC(=O)C1=CCN(Cc2ccccc2)CC1
→ 5%, -1%, 0%, 2, ?, -13, 6%
- Cc1cccc(OCC(=O)O/N=C(\N)c2ccccn2)c1C
→ 6%, 4%, -20%, 28*, 60%[activator], 65*, 58%[activator]
- CCN1CCN(C(=O)Cn2nc(-c3ccc(Cl)cc3)ccc2=O)CC1
→ -3%, -1%, 3%, -3, -14%, 2, -16%
- O=C(OCC(=O)N1CCN(C(=O)c2ccco2)CC1)c1cncc(Br)c1
→ 7%, -3%, /, /, -19%, /, 12%
- COC(=O)C(C)NC(=O)c1cn(-c2ccccc2OC)c(=O)c2ccccc12 (configuration not stated)
→ 5%, 0%, -2%, -2, 1%, -2, 9%
- COc1ccc(C2CC(c3ccccc3)=NN2S(=O)(=O)c2ccccc2)c(OC)c1 (configuration not stated)
→ 1%, -4%, 0%, -4, 0%, 12, ?
- CN1CCN(c2ccc(Cl)cc2NC(=O)c2cccc(S(=O)(=O)N(C)C)c2)CC1
→ ?, 7%, -11%, 6, /, 8, ?
- Cc1ccc(S(=O)(=O)N(C)/C(=N/S(=O)(=O)c2ccccc2)c2ccccc2)cc1
→ 10%, 0%, 0%, 5, 22%, 8, 14%
- O=C(c1cc(C2CC2)nn1-c1ccccc1)N1CCN(c2ncc(C(F)(F)F)cc2Cl)CC1
→ -12%, 4%, /, /, ?, /, ?

Later entries.
Below each SMILES: HCV inh, TbPYK inhibitor, LmPK inh, Cycloheximide cs, Pf growth 96h, Shiga toxin inh, Pf growth 48h
- CCCC1S/C(=N/N=C/c2cccs2)NC1=O (configuration not stated)
→ ?, -13%, -1%, 16, 0%, -16, 12%
- O=S(=O)(/C=C/c1ccccc1)N1CCN(c2cccc(Cl)c2)CC1
→ -8%, 4%, 0%, 1, ?, -5, /
- CCCNC(=O)NC(=O)COC(=O)c1oc2ccc(OCC)cc2c1C
→ -2%, -1%, 3%, -2, -29%, -8, /
- CC(=O)c1ccccc1NC(=O)CCCNC(=O)c1ccc(Cl)cc1
→ -16%, 2%, -7%, 3, 0%, -11, -13%
- O=c1c(-c2n[nH]c(=S)o2)cccn1Cc1ccccc1
→ 8%, -7%, 1%, -7, ?, -21, -2%
- CCOC(=O)CSc1nc2ccccc2c(=O)n1Cc1ccco1
→ 13µM*, -5%, 1%, -4, 1%, -4, -2%
- CN(C)CC(O)COc1ccc(C(C)(C)c2ccc(OCC(O)CN(C)C)cc2)cc1 (configuration not stated)
→ 10µM*, -6%, 0%, -4, 53%[activator], 1, 5.9µM*
- Cn1c(=O)[nH]c2ccc([N+](=O)[O-])nc21
→ 14%, 1%, -1%, -4, 41%[activator], -9, 5%
- O=C(O)C1CCN(C(=O)COc2ccc3c4c(c(=O)oc3c2)CCC4)CC1
→ -5%, 7%, 5%, 3, ?, 32, 0%
- CCCOC(=O)Nc1ccc([As](=O)(O)O)cc1NC(=O)OCCC
→ 26%, 4%, -3%, 6, ?, 2, ?
- CC1CN(C(=O)c2ccc3c(c2)OCO3)CC(C)O1 (configuration not stated)
→ -9%, 5%, 6%, 10, -16%, -6, /
- O=C(O)C1CSC(c2ccc(O)c([N+](=O)[O-])c2)N1 (configuration not stated)
→ 16%, 3%, 0%, -3, 40%[activator], -20, 12%
- CN(C)/C=C1\C(=O)NN=C1C(F)(F)F
→ 6%, -2%, -4%, -2, -5%, -12, 17%
- COc1ccc(C(=O)Nc2cc(C)nc3ccccc23)cc1OC
→ ?, -3%, 4%, -2, 12%, -3, /
- CCOc1ccccc1N1CCN(C(=O)c2cc[n+]([O-])cc2)CC1
→ 13%, -17%, 2%, -2, 212%[activator], 14, -8%
- Cc1ccc(CNC(=O)c2sccc2-n2cccc2)cc1
→ -1%, -1%, 8%, -3, /, -3, /
- O=c1oc2cc(O)ccc2cc1-c1nc2c(s1)CCc1ccccc1-2
→ ?, -9%, 4%, 2, 9.3µM*, -7, -8%
- Cc1cc([N+](=O)[O-])nn1CC(=O)NCc1ccco1
→ 18%, -3%, -1%, -3, 55%[activator], -3, -3%
- c1ccc(N2CCN(c3nc4ccccc4n4cnnc34)CC2)cc1
→ -13%, 5%, 2%, -10, 4.1µM*, -17, /
- O=C1Oc2ccccc2C2(O)C3CCCCCC3C12 (configuration not stated)
→ -4%, -4%, -6%, -3, 10%, -10, -9%

Next section
Below each SMILES: HCV inh, TbPYK inhibitor, LmPK inh, Cycloheximide cs, Pf growth 96h, Shiga toxin inh, Pf growth 48h
- CC(=O)c1ccc(N2CCN(c3ccc(C(F)(F)F)cn3)CC2)cc1
→ ?, 0%, 2%, -3, /, -5, -11%
- CCOC(=O)c1cnc2c(Cl)c(Cl)ccc2c1NCCN1CCOCC1
→ ?, 6%&-1%, 5%, -3, -2%, -2, -1%
- c1ccc(OCCOc2cccc3cccnc23)cc1
→ -9%, -6%, -4%, 33*, 10µM*, 68*, 50%[activator]
- O/N=C/c1ccccc1Oc1ccc(Cl)cc1
→ -29%, ?, 1%, -1, 8%, 3, 22%
- COCCSc1nc(N)c2c3c(sc2n1)CN(C)CC3
→ 7%, -6%, 0%, 10, 3.7µM*, 16, 5.2µM*
- CN(C)C(=O)OCC1COc2ccccc2O1 (configuration not stated)
→ 16%, 1%, 0%, 7, 43%[activator], -14, 6%
- CCCCOc1ccc(N(CC(=O)NC2CCCC2)C(=O)CCC(=O)Nc2ccccn2)cc1
→ 10%&-11%, 5%, 1%, -5, -3%, -9, 0%
- Cc1c(Cl)cccc1NC(=S)N(CCCN1CCOCC1)Cc1cccs1
→ 9%, -6%, 0%, -5, -6%, 3, ?
- COc1cc(S(=O)(=O)Nc2cccc(C)c2)ccc1NC(=O)c1cccnc1
→ ?, -9%, -2%, -2, ?, -10, -12%
- Cc1nc2ccccc2c(=O)n1-c1ccc([N+](=O)[O-])cc1
→ -1%, 1%, 1%, 42*, 15µM*, 64*, -7%
- Cc1ccc(Cn2nc3c4cc(F)ccc4n(Cc4ccc(F)cc4)cc-3c2=O)cc1
→ 9%, -2%, -1%, -5, 1%, -1, 33%
- Cc1nnc(-c2cnn(C)c2N)n1Cc1cccc(Cl)c1
→ ?, 2%, 8%, 0, /, 41, -18%
- CSc1nnc(-c2cnccn2)n1CCCN1CCCC1=O
→ 7%, 5%, -4%, -4, 7.4µM*, 3, 0%
- CCCn1c(=O)c(C(=O)NNC(=O)c2cccc([N+](=O)[O-])c2)c(O)c2ccccc21
→ -17%, -3%, -5%, -2, 39%[activator], -20, 16%
- COc1cc(OC)cc(C(=O)NCC(=O)OCc2csc(-c3ccccc3)n2)c1
→ -13%, -1%, 0%, 20*, ?, 21, 8%
- COc1ccc(OCC(=O)NNC(=O)c2ccccn2)cc1
→ -9%, 1%, 1%, -4, 48%[activator], -18, ?
- O=C(c1ccc(N2C(=O)C3CCCCC3C2=O)cc1)N1CCCCC1 (configuration not stated)
→ 27%, -1%, -9%, -2, 37%[activator], -10, 0%
- Cc1nnc(SCC(=O)NC23CC4CC(CC(C4)C2)C3)n(N)c1=O
→ 3%, 4%, 3%, -1, 19%, 2, ?
- CCC1C(=O)NCCN1Cc1nc(-c2ccc(C)s2)oc1C (configuration not stated)
→ ?, 0%, 2%, -3, ?, 10, 11%
